Smad3 FoxH1 inh = Smad3/FoxH1 peptide binding inhibitors, primary screen, biochemical, TR-FRET; Mothers against decapentaplegic homolog 3 (Homo sapiens), P84022; TR-FRET Smad3/Dy647-FoxH1 peptide binding, europium anti-His; inhibition, % at 25 µM; actives 0.29% (n = 88,000); AID 630, 2007;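 active = compounds that reduce the energy-transfer binding signal between the protein and its labelled peptide by more than half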;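 note: 0% = Smad3 plus labelled peptide maximal FRET and 100% = peptide-only background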
Target sequence (P84022 whole entry, looked up): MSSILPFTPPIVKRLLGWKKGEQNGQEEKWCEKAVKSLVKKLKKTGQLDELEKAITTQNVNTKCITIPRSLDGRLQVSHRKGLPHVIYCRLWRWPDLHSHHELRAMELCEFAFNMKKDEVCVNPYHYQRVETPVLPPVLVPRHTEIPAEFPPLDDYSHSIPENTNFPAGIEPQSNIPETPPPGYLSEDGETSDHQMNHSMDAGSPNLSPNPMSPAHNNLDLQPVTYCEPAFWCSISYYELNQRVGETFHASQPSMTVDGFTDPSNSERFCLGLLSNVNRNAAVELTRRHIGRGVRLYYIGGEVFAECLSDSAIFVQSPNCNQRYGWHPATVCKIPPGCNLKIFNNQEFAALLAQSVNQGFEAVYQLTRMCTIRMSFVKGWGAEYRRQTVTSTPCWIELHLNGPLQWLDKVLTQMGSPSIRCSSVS
Candida biofilm = clotrimazole potentiators killing Candida biofilms, primary screen, with clotrimazole, Alamar Blue | actives 0.14% (n = 85,000) | inhibition, % at 6 µM | AID 834, 2007 | C. albicans biofilm + clotrimazole;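 active = inhibition above 20%; inactive = inhibition below 20%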;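 note: preformed 24 hr biofilms exposed to compound for 48 hr; 0% = biofilm without compound and 100% = blank killed by clotrimazole plus chlorhexidine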
sEH activator = soluble epoxide hydrolase activators, primary screen, biochemical, human sEH. Bifunctional epoxide hydrolase 2 (Homo sapiens), P34913. purified human sEH enzymatic activity, activator screen. activation, % at 2 µM. actives 0.04% (n = 91,000); in the data active = activation above about 37%; note: values of inactives mirror those of a sister screen read the other way
ERa SRC1 pot = enhancers of ERα–SRC-1 coactivator binding, primary screen, biochemical, TR-FRET, ERα LBD, low estradiol; Estrogen receptor (Homo sapiens), P03372; TR-FRET ERalpha-LBD/SRC-Cy5 coactivator binding, 2 h; 100 = basal binding, no effect; coactivator binding (% of control), % at 25.6 µM; actives 1.3% (n = 86,000); in the data active = activity above about 200%;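 note: binding measured in presence of low estradiol as agonist stimulus; 0% = peptide alone without receptor and 100% = receptor with peptide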
Target sequence (P03372 whole entry, looked up, the tested form may be a part): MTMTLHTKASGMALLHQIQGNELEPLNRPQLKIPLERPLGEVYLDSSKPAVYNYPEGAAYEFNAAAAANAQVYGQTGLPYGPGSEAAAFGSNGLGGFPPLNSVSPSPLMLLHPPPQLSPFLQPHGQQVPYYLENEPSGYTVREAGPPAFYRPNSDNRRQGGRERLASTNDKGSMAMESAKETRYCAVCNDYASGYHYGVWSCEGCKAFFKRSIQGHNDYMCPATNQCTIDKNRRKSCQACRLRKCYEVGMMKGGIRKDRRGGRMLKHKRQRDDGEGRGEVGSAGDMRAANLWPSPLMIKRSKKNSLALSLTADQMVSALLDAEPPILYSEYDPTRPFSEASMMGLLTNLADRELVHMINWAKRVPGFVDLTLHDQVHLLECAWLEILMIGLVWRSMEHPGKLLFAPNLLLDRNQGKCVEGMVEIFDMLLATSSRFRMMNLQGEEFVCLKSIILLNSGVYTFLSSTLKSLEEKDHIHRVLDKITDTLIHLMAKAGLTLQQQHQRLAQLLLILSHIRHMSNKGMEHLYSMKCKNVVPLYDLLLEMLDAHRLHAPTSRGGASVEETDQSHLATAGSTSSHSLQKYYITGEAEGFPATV
ERb coact inh = inhibitors of ERβ-SRC1 coactivator interaction, primary screen, biochemical, TR-FRET, ERβ LBD, SRC-1 peptide; TR-FRET ER-beta LBD / SRC1-Cy5 peptide binding; receptor agonist-loaded with 1 µM estradiol; actives 1.3% (n = 86,000); inhibition, % at 25.6 µM; Estrogen receptor beta (Homo sapiens), Q92731; AID 633, 2007;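 active = compounds whose percent inhibition of the receptor-coactivator binding signal exceeds about 50% in the single-dose screen, limit read from the data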;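 note: 0% = receptor plus peptide wells without compound and 100% = peptide-only wells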
Lung fibro prol = antiproliferative effect on LL 47 fibroblasts – human, LL 47 cells, CellTiter-Glo luminescence, primary screen. LL 47 human lung fibroblast viability, ATP luminescence; stronger effect = lower value. viability, % at 10 µM. actives 1.1% (n = 85,000);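 active = viability at or below 50% in the single dose screen; inactive = viability above 50%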;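 note: compound exposure lasted 72 h before the ATP readout; 100% = median luminescence of untreated cell-only wells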
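Times – overnight cell rest, 72 h compound treatment at 37 °C · Test system – human lung fibroblast line LL 47, low passage · Amount – 1,150 cells in each well · Controls – cell-only wells, no compound · Doses – 0.1% DMSO in all compound wells · Measured by – CellTiter-Glo luminescence · Buffer or medium – IMEM plus 15% FBS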
HUVEC inhibit = inhibitors of HUVEC proliferation, primary screen, cell-based, 384-well | actives 1.1% (n = 86,000) | CellTiter-Glo luminescence, 72 h; stronger effect = lower value | viability, % at 10 µM (by protocol);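 active = viability at or below 30%; inactive = viability above 30%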;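 note: 100% = median luminescence of DMSO-only cell control wells on each plate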
H69AR growth 86K = proliferation blockers of H69AR lung cancer cells, primary screen, cell-based, human, 86K library; H69AR lung tumor viability, ATP luminescence, 72 h; stronger effect = lower value; viability, % at 10 µM; actives 6% (n = 85,000); AID 598, 2007;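 active = viability at or below 40%; inactive = viability above 40%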;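 note: multidrug resistant small cell line overexpressing MRP-1 efflux transporter; 100% = mean luminescence of untreated control wells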
ERa SRC1 inh = ERα–SRC-1 coactivator interaction inhibitors, primary screen, biochemical, TR-FRET, ERα LBD, estradiol-bound. Estrogen receptor (Homo sapiens), P03372. TR-FRET ER-alpha LBD / SRC-1 peptide. inhibition, % at 25.6 µM. actives 1.7% (n = 86,000); in the data active = inhibition above about 50%;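 note: 0% = receptor plus peptide control and 100% = peptide only without receptor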
An asterisk follows results filed as active; · = no result given; [ ] = remark or other dose.

compound	Candida biofilm	sEH activator	H69AR growth 86K	ERb coact inh	ERa SRC1 pot	Smad3 FoxH1 inh	Lung fibro prol	ERa SRC1 inh	HUVEC inhibit
O=C(CSc1nc2c(c(=O)n1-c1ccccc1)SCC2)N1CCN(c2ccccc2)CC1	7	·	80	-7	118	-8	99	5	89
CCOC(=O)c1c(CC(C)C)csc1NC(=O)C(C)C	7	0	99	1	103	-12	95	-6	108
COc1cccc(N2CCN(CC(=O)NCc3cccs3)CC2)c1	0	12	96	-3[fluorescence artefact?]	99	-11	95	-6	91
O=C1/C(=N\O)Cc2ccccc21	0	21	96	1	101	-15	94	0	109
CCOc1ccc(CCNC(=O)Cc2nn[nH]n2)cc1OCC	5	·	92	34	128	-4	98	-8	88
O=C(CN1C(=O)c2ccccc2C1=O)N1CCCCC1	1	3	105	-8	109	5	99	-4	97
Cn1c2c(c3ccccc31)CCSC2=O	1	-7	96	-1	96	1	98	-7	94
COC(=O)c1c(C)oc2cc(Br)c(OCC(=O)C(C)(C)C)cc12	4	·	54	2	128	-2	·	-7	70
CCOC(=O)c1sc(NC(=O)CSc2nnc(C(C)C)n2CC)nc1C	5	-6	83	6	92	-14	98	17[fluorescence artefact?]	94
CCOc1ccc(Nc2nc(Cc3nnc(SCC(=O)c4ccc(C)c(C)c4)o3)cs2)cc1	0	-1	65	24	76	5	92	23	80
Cc1cc(C)n(CCc2nc(-c3ccc(C)o3)cs2)n1	9	-7	96	0	95	-13	106	0	110
O=C1[C@@H]2[C@H](C(=O)N1Cc1ccco1)[C@H]1C=C[C@@H]2C1	4	-5	92	2	88	-16	99	-2	92
CCOc1cc(S(=O)(=O)n2cc(-c3ccc(F)cc3)c(N)n2)cc(OCC)c1OCC	5	-7	98	5	129	7	99	1	85
CCC1=NNc2cccc3c(OC)ccc1c23	1	-9	98	100*[fluorescence artefact?]	-2[fluorescence artefact?]	65*[fluorescence artefact?]	3.8*	99*[fluorescence artefact?]	21*
CCn1cc(C(=O)NCc2cccs2)c(=O)c2cc(S(=O)(=O)N3CCOCC3)ccc21	3	·	65	11[fluorescence artefact?]	106	8	96	-3	98
O=c1c2c3nc4ccccc4nc3n(Cc3ccccc3)c2ncn1Cc1ccco1	3	6	63	25	135[fluorescence artefact?]	5	98	34	75
CCOC(=O)N1CCN(S(=O)(=O)c2ccc3c(c2)CCN3C(=O)CC)CC1	-3	8	85	2	90	-9	102	5	97
CCn1c(SCC(N)=O)nnc1-c1ccc(OC)c(OC)c1	1	-6	87	-16[fluorescence artefact?]	101	-1	98	-4	107
CCC(CC)C(=O)Nc1cccc(C(=O)NCCc2ccc(S(N)(=O)=O)cc2)c1	3	4	83	15	83	-1	98	15	89
CCOC(=O)CN1C(=O)C(O)=C(C(C)=O)C1c1ccc(F)cc1 (stereo not drawn)	6	16	·	10	111	5	94	0	104
CCOC(=O)Cn1c(CN2CC(C)OC(C)C2)nc2c1c(=O)n(C)c(=O)n2C (stereo not drawn)	13	·	96	-2	115	1	97	18	97
N#Cc1cc(-c2ccccc2)nn1-c1ccccc1	5	6	75	16	61	2	101	9[fluorescence artefact?]	96
N#Cc1c(-c2ccco2)nc(SCC(=O)Nc2cccc(Cl)c2)[nH]c1=O	5	-5	108	19	57[fluorescence artefact?]	13[fluorescence artefact?]	·	16	84
CC1CCN(S(=O)(=O)N2CCC(C(=O)N3CCC(N(C)CC4CCCO4)CC3)CC2)CC1 (stereo not drawn)	3	·	97	-8	117	-2	99	-8	99
COC(=O)COc1ccc(S(=O)(=O)Nc2cc(OC)ccc2OC)cc1	5	34	95	23	90[fluorescence artefact?]	-5	90	13	88
O=C(O)Cn1ccnc1	4	7	94	3	109	7	106	-4	93
CN(CCNC(=O)c1cc2c(=O)n(C)c3ccccc3c2n1C)Cc1ccccc1	-2	-2	37*	-1	96	7	73	16	50
C=CCOc1ccc(C2c3c(oc4ccccc4c3=O)C(=O)N2c2ccccn2)cc1OCC (stereo not drawn)	3	·	64	21[fluorescence artefact?]	199	-24[fluorescence artefact?]	99	25[fluorescence artefact?]	93
CCOC(=O)NCC(C)(C)CNC(=O)OCC	10	6	92	9	99	4	110	12	100
CCCn1c(SCC(=O)Nc2nnc(CC)s2)nnc1-c1ccco1	2	2	87	9[fluorescence artefact?]	106	8	103	10[fluorescence artefact?]	95
Cc1ccc(OCCn2c(=O)sc3ccccc32)cc1	-3	-3	103	8	106	-5	94	29	86
COc1ccc(Cn2nnnc2CN2CCC(c3nc4ccccc4s3)CC2)cc1	2	·	71	5	90	-5[fluorescence artefact?]	99	1	91
CCn1ncc(Br)c1C(=O)Nc1sc2c(c1C(N)=O)CCC2	3	-8	54	8[fluorescence artefact?]	157	-10	97	-4[fluorescence artefact?]	95
COc1ccc(C2C(C#N)=C(N)OC(C(C)(C)C)=C2C#N)cc1OC (stereo not drawn)	6	·	102	1	118[fluorescence artefact?]	-6	90	-13	90
O=C(COC(=O)c1cccnc1SCC(=O)NCc1ccccc1)NCc1ccccc1	5	-14	93	11	252*[fluorescence artefact?]	-54[fluorescence artefact?]	103	3[fluorescence artefact?]	91
COc1ccc(-c2nc(C)c(C(C)=O)n2O)cc1OC	2	-10	83	-4	95[fluorescence artefact?]	-5	103	-5	91
O=C(CN1CCN(S(=O)(=O)c2ccc(Br)cc2)CC1)Nc1ccc(F)cc1F	5	-2	78	-1[fluorescence artefact?]	120	-9	100	9[fluorescence artefact?]	99
Cc1cccc(OCCn2c(=O)n(C)c3ccccc32)c1	9	-8	84	0	119	-10	85	-5	83
Cc1cccc(NC(=O)Cn2c(=O)n(Cc3ccco3)c(=N)c3c4c(sc32)COC(C)(C)C4)c1	7	·	97	1	115	-5	93	-3	86
Cc1nn(CC(=O)Nc2ccc3c(c2)nc(CN2CCCCC2)n3C)c(=O)c2ccccc12	9	1	104	14	69	-3	101	7	99
COC(=O)C1=C(N)Oc2cc(C)n(Cc3cccnc3)c(=O)c2C1c1cc(OC)ccc1OC (stereo not drawn)	1	-2	96	-2[fluorescence artefact?]	114	9	107	8	91
COc1ccc(N2CCN(S(C)(=O)=O)CC2)cc1	3	6	87	3	108	-11	90	-5	92
CC(=O)c1cccc(OCCN2C(=O)NC(C)(C)C2=O)c1	7	0	87	17[fluorescence artefact?]	105	-18	98	16	88
COc1ccccc1C1N(c2ccc(Cl)cc2)C(=O)C2CCCN21 (stereo not drawn)	8	-9	112	-6	117	5	99	-3	90
CC1CCCN(S(=O)(=O)c2ccc(NC(=O)Cn3nnc(-c4ccccc4F)n3)cc2)C1 (stereo not drawn)	3	-57	45	-1[fluorescence artefact?]	117	-3	98	5[fluorescence artefact?]	63
Cc1oc(-c2cccs2)nc1CS(=O)CC(=O)NC1CCCCCC1 (stereo not drawn)	3	-28	79	2	87	8	103	7	99
CCn1c(CCn2ccnc2C)n[nH]c1=S	4	-3	91	1[fluorescence artefact?]	99	7	98	1	98
C=C(C)CSc1nc2nc(C)cc(C)n2n1	5	7	98	-9	112[fluorescence artefact?]	1	105	-1[fluorescence artefact?]	103
Cc1cc(=O)n2[nH]c(-c3cccnc3)nc2n1	6	1	81	-28	116[fluorescence artefact?]	7	88	-2	75
CCc1nc(SCC(=O)Nc2c(C)n(C)n(-c3ccccc3)c2=O)n[nH]1	5	-2	94	5[fluorescence artefact?]	116[fluorescence artefact?]	12[fluorescence artefact?]	92	6	90
O=C(COc1ccc(S(=O)(=O)N2CCOCC2)cc1)Nc1ccccc1C(F)(F)F	1	-4	98	30[fluorescence artefact?]	90	-9	108	-3	89
O=C(Nc1nc2c(s1)CCCC2)c1cccs1	5	12	·	0	107	5	92	4	88
Cc1cccn2c(=O)c3cc(C(=O)NC4CCCCC4)c(=N)n(CCN4CCOCC4)c3nc12	9	·	77	-1[fluorescence artefact?]	108[fluorescence artefact?]	-1	90	-6	71
O=C(c1cc(-c2ccccn2)nc2c(Cl)cccc12)N1CCN(C(=O)C2CCCO2)CC1 (stereo not drawn)	4	-1	84	20	85[fluorescence artefact?]	5	101	1	100
Cc1nc(SCC(N)=O)[nH]c(=O)c1CCC(C)C	1	-7	80	-7	99	-5	97	-8	100
O=C(CCNc1ccc(F)cc1)c1ccco1	8	0	1.1*	-5	118	1	91	-20[fluorescence artefact?]	75
Cc1ccc(C(c2sc3nc(C)nn3c2O)N2CC(C)OC(C)C2)cc1 (stereo not drawn)	6	7	98	-17	97	8	96	-13	94
CC(=O)c1nnn(-c2nc(N)nc(N(c3ccccc3)c3ccccc3)n2)c1C	-3	-3	48	-12[fluorescence artefact?]	120	4	79	0	86
O=C(Oc1ccc2c3c(c(=O)oc2c1)CCC3)c1ccco1	0	8	113	7	105	-5	113	8	96
Cc1ccc(/C(N)=N/OC(=O)c2ccco2)cc1	4	13	76	4	91	6	99	-14	84

(cont.)
compound	Candida biofilm	sEH activator	H69AR growth 86K	ERb coact inh	ERa SRC1 pot	Smad3 FoxH1 inh	Lung fibro prol	ERa SRC1 inh	HUVEC inhibit
Cc1cc(C(F)F)n2ncc(C(=O)O)c2n1	-2	-2	104	-1	98	-3	96	-1	100
N=c1c(S(=O)(=O)c2ccccc2)cc2c(=O)n3ccccc3nc2n1CC1CCCO1 (stereo not drawn)	0	·	50	7	85	4	85	7	71
O=C(NCC1CCCO1)c1ccc2c(=O)n(CCc3ccccc3)c(=O)[nH]c2c1 (stereo not drawn)	-5	·	101	12	138	-4	98	3	93
COc1cc(NC(=O)Cc2ccccc2)ccc1NC(=O)c1ccco1	0	0	88	3	108	9	105	-1	105
Cc1snc(S(=O)(=O)/C(C#N)=N/Nc2cccc(C(F)(F)F)c2)c1C#N	1	15	85	4	120	7	113	-2	86
Nc1nnc(Cc2ccc(Cl)cc2)s1	3	30	104	4	114	3	96	-2	100
Cc1cccc(-c2noc(CCCC(=O)Nc3ccc(C(N)=O)cc3)n2)c1	2	1	102	-18	91	-5	109	-11	102
CC1C(=O)Nc2ccccc2N1C(=O)C1CC1 (stereo not drawn)	3	1	104	-1[fluorescence artefact?]	105	-9	104	4[fluorescence artefact?]	101
c1cncc(Oc2cccc(Oc3cccnc3)c2)c1	3	8	99	98*[fluorescence artefact?]	90	-2	100	-8	116
CCOC(=O)CNc1nc(-c2ccncc2)nc2ccccc12	8	11	62	-12	109	12	85	-6	90
COc1cccc(-n2c(C)c(C(C)=O)c(C(C)=O)c2C)c1	6	-1	70	-10	126[fluorescence artefact?]	7	106	5	101

Bioassay records (PubChem)

These rows are one share of the data; rates above refer to the full screens.
